High-throughput results as filed in PubChem BioAssay.
STK33 kin inh – blocks human STK33 kinase activity. Q9BYT3. ADP-Glo luminescence, MBP substrate. inhibition, % at 12.5 µM. 27,000 compounds, 0.44% hits; in the data active = inhibition above about 20%
Target sequence (Q9BYT3 whole entry, looked up): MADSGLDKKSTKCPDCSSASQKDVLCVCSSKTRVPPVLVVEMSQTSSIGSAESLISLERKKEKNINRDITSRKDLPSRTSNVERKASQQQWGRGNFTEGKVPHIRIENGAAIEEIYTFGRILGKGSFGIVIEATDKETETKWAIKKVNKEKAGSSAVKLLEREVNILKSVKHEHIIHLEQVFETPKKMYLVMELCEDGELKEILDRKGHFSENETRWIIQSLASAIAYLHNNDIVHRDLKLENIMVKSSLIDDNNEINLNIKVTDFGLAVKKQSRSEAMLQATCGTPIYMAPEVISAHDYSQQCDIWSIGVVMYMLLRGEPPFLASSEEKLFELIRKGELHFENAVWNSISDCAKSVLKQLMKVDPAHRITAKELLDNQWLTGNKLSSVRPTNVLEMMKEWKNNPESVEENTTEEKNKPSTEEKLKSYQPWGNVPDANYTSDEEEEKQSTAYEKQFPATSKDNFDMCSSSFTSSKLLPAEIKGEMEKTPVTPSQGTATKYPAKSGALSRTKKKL
mut p53 react – mutant p53 pathway reactivation; activation, % at 9.98 µM; SW480 PUMA-promoter luciferase; 28,000 compounds, 1.5% hits; in the data active = activation above about 52%
An asterisk follows results filed as active; . = no result given; & = joins results of further samples. This is a subset; rates above refer to the full screens.

Compound,STK33 kin inh,mut p53 react
O=C(CSc1nc2ccccc2o1)Nc1ccc(I)cc1,1,19
COC(=O)c1c(NC(=S)NC(C)c2ccncc2)sc2c1CCC(C)C2 (configuration not stated),-4,-13
NS(=O)(=O)c1cccc2c1c([N+](=O)[O-])cc1[nH]c(=O)c(=O)[nH]c12,0,-11&8
COc1cccc(/C=C/C(=O)O)c1C(C)C,-1,.
CCn1c(SCC(=O)Nc2sc3c(c2C#N)CCC(C(C)(C)C)C3)nnc1-c1ccco1 (configuration not stated),3,14
C[C@@H]1CCCCO[C@H](CN(C)Cc2ccc(Cl)c(Cl)c2)[C@@H](C)CN([C@H](C)CO)C(=O)c2cc(NC(=O)c3ccccc3)ccc2O1,4,.
C=C[C@H]1C(=C)CCC2[C@H]1CC[C@@]1(O)[C@@](C)(C(=O)O)[C@H](O)CC[C@]21C (some centres not stated),-2,.
C[C@H](CO)N1C[C@H](C)[C@H](CN(C)C(=O)NC2CCCC2)Oc2ncc(-c3cccc(F)c3)cc2C1=O,-4,.
COc1cc(NC(=O)COc2cc(C)c(Br)c(C)c2)c(OC)cc1Cl,-2,0
C[C@@H]1CN([C@H](C)CO)C(=O)Cc2cc(NS(=O)(=O)c3ccc(Cl)cc3)ccc2O[C@H]1CN(C)S(=O)(=O)c1ccc(F)cc1,-3,.
COc1ccccc1NC(=O)c1ccc(OC(C)C(=O)Nc2cc(Cl)ccc2C)cc1 (configuration not stated),1,13
C[C@@H]1CN([C@@H](C)CO)S(=O)(=O)c2ccc(-c3ccc(C#N)cc3)cc2O[C@@H]1CN(C)Cc1ccccn1,.,-7
CNC[C@H]1Oc2ccc(NS(=O)(=O)c3ccc(F)cc3)cc2C(=O)N([C@@H](C)CO)C[C@@H]1C,1,.
O=C(CSc1nccc(=O)[nH]1)N1CCCc2ccccc21,-5,-4
C[C@H]1CN([C@@H](C)CO)C(=O)c2cccc(NC(=O)C3CC3)c2O[C@@H]1CN(C)C(=O)Nc1ccc(C(F)(F)F)cc1,.,-9
CNC[C@H]1Oc2c(NC(=O)Nc3ccccc3)cccc2C(=O)N([C@@H](C)CO)C[C@H]1C,-1,-5
C[C@H](CO)N1C[C@H](C)[C@H](CN(C)S(=O)(=O)c2cn(C)cn2)Oc2ncc(-c3cccc(C(F)(F)F)c3)cc2C1=O,-1,.
Cc1noc(C)c1NC(=O)Nc1ccc2c(c1)CC(=O)N([C@@H](C)CO)C[C@@H](C)[C@@H](CN(C)C(=O)Nc1ccccc1)O2,-4,.
C[C@@H]1CN([C@H](C)CO)C(=O)Cc2cc(NS(C)(=O)=O)ccc2O[C@H]1CN(C)Cc1ccc(Cl)c(Cl)c1,2,.
C[C@H](CO)N1C[C@H](C)[C@H](CN(C)CC2CC2)Oc2ccc(NS(=O)(=O)c3cccs3)cc2CC1=O,3,10
Cc1cc(SCC(=O)Nc2ccccc2)nc2c(C)cccc12,1,2
C[C@@H]1CCCCO[C@@H](CN(C)S(C)(=O)=O)[C@@H](C)CN([C@H](C)CO)C(=O)c2cc(NC(=O)c3ccccc3)ccc2O1,2,.
Cc1cc([N+](=O)[O-])ccc1NC(=O)CN1C(=O)COc2ccc(Cl)cc21,1,-8
CCOc1ccccc1OCc1nn2c(-c3ccc(C)cc3)nnc2s1,1,2
Cc1ccc(S(=O)(=O)Nc2ccc3c(c2)C(=O)N([C@H](C)CO)C[C@@H](C)[C@H](CN(C)Cc2ccc(C(F)(F)F)cc2)O3)cc1,-1,.
Cc1ccc(-n2c(SCC(=O)Nc3cc(C(F)(F)F)ccc3Cl)nnc2-c2ccco2)cc1,3,-4
COC(=O)c1cccc(NC(=O)C(C)Oc2ccc3c(C)cc(=O)oc3c2)c1 (configuration not stated),4,13
O=C(Nc1ccc(F)cc1)Nc1ccc2c(c1)[C@@H]1C[C@@H](CC(=O)N3CCCCC3)O[C@@H](CO)[C@@H]1O2,.,-2
CC(C)NC(=O)Nc1ccc2c(c1)C(=O)N([C@H](C)CO)C[C@@H](C)[C@H](CN(C)C(=O)NC(C)C)O2,-4,.
C[C@@H]1CN([C@@H](C)CO)C(=O)CCCn2cc(nn2)CO[C@@H]1CN(C)Cc1ccc(Oc2ccccc2)cc1,-2,.
COC(=O)C(CC#Cc1ccc2c(c1)[C@]1(C(=O)N2)[C@H](C(=O)N2CCN(c3ncccn3)CC2)[C@H]2C(=O)O[C@H](c3ccccc3)[C@H](c3ccccc3)N2[C@@H]1c1ccc(O)cc1)C(=O)OC,6,.
C[C@H](CO)N1C[C@H](C)[C@H](CN(C)Cc2ccc(O)cc2)OCc2cnnn2CCCC1=O,-3,8
Cc1ccc(-c2cnc3c(c2)C(=O)N([C@H](C)CO)C[C@H](C)[C@@H](CN(C)Cc2ccccc2C(=O)O)O3)cc1,.,9
COc1ccc(NC(=O)C(C)N(c2cc(C)cc(C)c2)S(C)(=O)=O)c(OC)c1 (configuration not stated),1,3
Cc1ccc(OCC(=O)Nc2sc(C)c(C)c2C(N)=O)cc1,-5,35
Cc1ccccc1OCC(=O)Nc1cccc(C(=O)O)c1,5,-93
C[C@@H]1CCCCO[C@@H](CN(C)C(=O)Cc2ccccc2)[C@@H](C)CN([C@@H](C)CO)C(=O)c2cc(NS(C)(=O)=O)ccc2O1,.,-4
COc1ccc(OC)c(-n2c(-c3cc(-c4ccco4)[nH]n3)n[nH]c2=S)c1,9,-19
Cc1noc(C)c1NC(=O)N(C)C[C@H]1OCc2cn(nn2)CCCC(=O)N([C@@H](C)CO)C[C@@H]1C,0,-5
COc1ccc(-c2nn3c(Cn4cnc5ccccc54)nnc3s2)cc1OC,-1,-4
Cc1noc(C)c1S(=O)(=O)Nc1ccc2c(c1)CC(=O)N([C@H](C)CO)C[C@@H](C)[C@H](CN(C)Cc1ccc(Oc3ccccc3)cc1)O2,6,.
COc1ccc(S(=O)(=O)N(C)C[C@H]2Oc3c(NC(=O)Nc4cccc5ccccc45)cccc3C(=O)N([C@H](C)CO)C[C@H]2C)cc1,.,1
Cc1noc(C)c1NC(=O)Nc1ccc2c(c1)C(=O)N([C@@H](C)CO)C[C@@H](C)[C@H](CN(C)C(=O)Nc1c(C)noc1C)O2,-2,-2
C[C@H](CO)N1C[C@H](C)[C@@H](CN(C)Cc2ccc(C(F)(F)F)cc2)Oc2ccc(N(C)C)cc2CC1=O,.,1
COc1ccc(CN2C(=O)C(O)(CC(=O)c3ccc4ccccc4c3)c3ccccc32)cc1OC (configuration not stated),0,3
C[C@H](CO)N1C[C@H](C)[C@@H](CN(C)Cc2ccc3c(c2)OCO3)Oc2ccc(NC(=O)Cn3cnnn3)cc2C1=O,1,.
COc1ccc(NC(=O)Cn2cnc3sc(C)c(C)c3c2=O)cc1,-1,4
CC(C)(CO)NCC(O)COc1ccccc1Cl (configuration not stated),0,2
COc1ccc(NC(=O)Nc2cccc3c2O[C@H](CN(C)S(=O)(=O)c2cccs2)[C@@H](C)CN([C@@H](C)CO)C3=O)cc1,.,2
COc1ccccc1S(=O)(=O)N(C)C[C@@H]1OCc2cn(nn2)CCCC(=O)N([C@@H](C)CO)C[C@H]1C,-2,.

Carrying on:
Compound,STK33 kin inh,mut p53 react
C[C@@H]1CN([C@H](C)CO)C(=O)Cc2cc(NS(=O)(=O)c3cn(C)cn3)ccc2O[C@H]1CN(C)C(=O)NC1CCCCC1,1,.
C[C@@H]1CN([C@H](C)CO)C(=O)c2cc(NC(=O)NC3CCCCC3)ccc2O[C@@H]1CN(C)Cc1ccc2c(c1)OCO2,.,6
C[C@H]1CN([C@@H](C)CO)C(=O)c2cc(NC(=O)Nc3ccccc3)ccc2O[C@H]1CN(C)S(=O)(=O)c1ccc(Cl)cc1,-1,.
CC(C)CC#Cc1ccc2c(c1)O[C@H](CN(C)C(=O)NC1CCCC1)[C@H](C)CN([C@H](C)CO)S2(=O)=O,.,-23
CC(=O)c1c(C)oc2ccc(N(C(=O)c3ccncc3)S(=O)(=O)c3ccc(F)cc3C)cc12,0,-9
C[C@H]1CN([C@@H](C)CO)C(=O)c2ccccc2-c2ccccc2CO[C@@H]1CN(C)C(=O)[C@@H]1CCCN1C,.,15
C[C@@H]1CN([C@H](C)CO)C(=O)Cc2cc(NC(=O)CCC(F)(F)F)ccc2O[C@H]1CN(C)C(=O)Nc1ccc(F)cc1,3,.
O=C(COc1ccc(C2CCCCC2)cc1)Nc1cccc2ncccc12,2,-6
S=C(NCc1ccccc1)NC(Cc1ccccc1)c1ccccc1 (configuration not stated),.,-5
COc1cccc(-c2nnc(SCC(=O)Nc3cccc(Cl)c3)n2C)c1,0,-3
Cc1noc(C)c1NC(=O)N(C)C[C@H]1Oc2ccc(NS(=O)(=O)c3cn(C)cn3)cc2CC(=O)N([C@H](C)CO)C[C@H]1C,-2,-1
Cc1cc(C)c(C)c(OCC(=O)Nc2ccccc2C(N)=O)c1,0,53*
Cc1noc(C)c1NC(=O)Nc1ccc2c(c1)C(=O)N([C@@H](C)CO)C[C@H](C)[C@@H](CN(C)C(=O)C1CCCCC1)OCCCC[C@H](C)O2,.,8
COc1ccc(-c2nn(CCC(=O)O)c3nc(C)cc(C)c23)c(OC)c1,.,-4
O=C(c1ccccc1Oc1nc([N+](=O)[O-])nn1Cc1ccccc1F)N1CCCC1,-4,-4
CCCN(Cc1cc2cccc(C)c2[nH]c1=O)S(C)(=O)=O,5,-3
Cn1cc(CNC(=O)c2cc(-c3ccc(Br)cc3)nc3ccccc23)cn1,0,36
COc1ccc(NC(=O)Nc2ccc3c(c2)CC(=O)N([C@@H](C)CO)C[C@@H](C)[C@@H](CN(C)Cc2ccc(C(=O)O)cc2)O3)cc1,9,.
COc1cc(O)c2c(=O)c(OC)c(-c3ccc(OC)c(OC)c3)oc2c1,-4,-7
CCOc1cc(/C=C2\SC(=S)NC2=O)cc(Cl)c1OC(=O)c1ccc(OC)cc1,.,9
COc1ccc(NC(=O)CSc2nnc3sc4ccccc4n23)cc1,1,39
CCOc1ccc(NC(=O)c2ccc(NS(=O)(=O)c3cccc4cccnc34)cc2)cc1,-1,5
Cc1nnc(SCC(=O)N2CCC(c3noc4ccc(F)cc34)CC2)s1,-3,-27
COc1ccc(S(=O)(=O)Nc2ccc3c(c2)CC(=O)N([C@H](C)CO)C[C@H](C)[C@@H](CN(C)C)O3)cc1,.,8
COc1ncnc(NS(=O)(=O)c2ccc(N)cc2)c1OC,-2,-1

Some of these compounds in order of count of non-hydrogen atoms, largest number first.
Compound,STK33 kin inh,mut p53 react
Cc1noc(C)c1NC(=O)N(C)C[C@H]1Oc2ccc(NS(=O)(=O)c3cn(C)cn3)cc2CC(=O)N([C@H](C)CO)C[C@H]1C,-2,-1
C[C@@H]1CN([C@H](C)CO)C(=O)c2cc(NC(=O)NC3CCCCC3)ccc2O[C@@H]1CN(C)Cc1ccc2c(c1)OCO2,.,6
COc1ccc(S(=O)(=O)Nc2ccc3c(c2)CC(=O)N([C@H](C)CO)C[C@H](C)[C@@H](CN(C)C)O3)cc1,.,8
CCOc1ccc(NC(=O)c2ccc(NS(=O)(=O)c3cccc4cccnc34)cc2)cc1,-1,5
O=C(c1ccccc1Oc1nc([N+](=O)[O-])nn1Cc1ccccc1F)N1CCCC1,-4,-4
COc1ccc(-c2nn(CCC(=O)O)c3nc(C)cc(C)c23)c(OC)c1,.,-4
Cc1cc(C)c(C)c(OCC(=O)Nc2ccccc2C(N)=O)c1,0,53*

Carrying on.
Compound,STK33 kin inh,mut p53 react
Cc1c(CC(=O)O)c(=O)oc2c(C)c(OCC(=O)O)ccc12,5,3
CC(C)NC(=O)Nc1ccc2c(c1)C(=O)N([C@@H](C)CO)C[C@H](C)[C@@H](CN(C)S(=O)(=O)c1ccccc1)O2,0,.
CNC[C@@H]1Oc2ccc(NS(=O)(=O)c3cn(C)cn3)cc2C(=O)N([C@@H](C)CO)C[C@@H]1C,2,.
Cc1noc(C)c1NC(=O)N(C)C[C@H]1Oc2c(NC(=O)c3cnccn3)cccc2C(=O)N([C@H](C)CO)C[C@H]1C,.,5
Cc1noc(C)c1S(=O)(=O)Nc1ccc2c(c1)C(=O)N([C@H](C)CO)C[C@H](C)[C@H](CN(C)S(=O)(=O)c1cn(C)cn1)OCCCC[C@@H](C)O2,8,.
Cc1ccc(S(=O)(=O)Nc2ccc3c(c2)CC(=O)N([C@@H](C)CO)C[C@H](C)[C@@H](CN(C)CC2CCCCC2)O3)cc1,2,9
Cc1nn(C)c2nc(NNC(=O)Nc3cc(Cl)nc(Cl)c3)cc(C(C)C)c12,.,-5
COc1ccccc1OCCCSc1nc(-c2ccccc2)cc(=O)[nH]1,7,1
COc1ccc(NC(=O)Cn2cnc3ccccc3c2=O)cc1OC,-3,-1
C[C@@H]1CCCCO[C@@H](CN(C)C)[C@@H](C)CN([C@@H](C)CO)C(=O)c2cc(NC(=O)C3CCCCC3)ccc2O1,.,-2
O=C(O)c1ccc(CNC(=O)c2cccnc2C(=O)O)cc1,-2,-14
Cc1cc(Cl)c(S(=O)(=O)N2CCCCC2)cc1OCC(N)=O,-2,-3
CCc1ccc2c(-c3cccc(Cl)c3)nc(=O)n(CC)c2n1,.,1
CC(C)(C)NC(=O)[C@H]1CC[C@H]2[C@@H]3CC[C@H]4NC(=O)C=C[C@]4(C)[C@H]3CC[C@]12C,4,19
C[C@@H]1CN([C@H](C)CO)C(=O)c2cccc(NC(=O)NC3CCCCC3)c2O[C@@H]1CN(C)C(=O)Nc1ccc(F)cc1,.,-8
C[C@H](CO)N1C[C@H](C)[C@H](CN(C)Cc2ccc(Cl)c(Cl)c2)Oc2c(NC(=O)c3ccncc3)cccc2C1=O,.,1
